# Compound activity (PubChem)
# APOBEC3A inh: APOBEC3A ssDNA deaminase inhibitors, primary screen, selectivity assay for APOBEC3G inhibitor project, biochemical, FAM/TAMRA oligo cleavage fluorescence. DNA dC->dU-editing enzyme APOBEC-3A (Homo sapiens), P31941. recombinant A3A, FAM/TAMRA ssDNA deamination fluorescence. inhibition, % at 20 µM. 0.41% of 330,000 active. AID 493011, 2011;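 active means at least 40% inhibition at 20 µM here, with at most 30% in a related deaminase screen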;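 further: plate controls were A3A with DMSO for no effect and wells lacking A3A enzyme for full effect; some results filed as inactive read as strong as hits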
# Target sequence (P31941 whole entry, looked up): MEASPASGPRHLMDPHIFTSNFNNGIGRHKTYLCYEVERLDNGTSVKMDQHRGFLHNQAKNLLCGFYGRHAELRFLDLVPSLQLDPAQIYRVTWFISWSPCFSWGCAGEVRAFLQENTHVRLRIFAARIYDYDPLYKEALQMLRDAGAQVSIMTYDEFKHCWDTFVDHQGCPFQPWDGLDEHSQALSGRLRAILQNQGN
# CXCR6 block: CXCR6 receptor inhibitors, primary screen, cell-based, beta-arrestin, luminescence, CHO-K1 PathHunter, 1536-well. C-X-C chemokine receptor type 6 (Homo sapiens), O00574. AID 602244, 2012. inhibition, % at 20 µM. 0.36% of 360,000 active; in the data active means inhibition above about 34%, passing the limit was not always enough;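 further: antagonist mode with CXCL16 agonist at 10 nM final; 0% = 10 nM CXCL16 with DMSO and 100% = unstimulated wells without agonist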
# Gli-Sufu antag: Gli-Sufu pathway antagonists, primary screen, luciferase luminescence, Sufu-KO-LIGHT cells, uHTS | inhibition, % at 5 µM | AID 588413, 2011 | Sufu-KO-LIGHT fibroblasts, Gli luciferase reporter luminescence | 0.74% of 340,000 active;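 active means inhibition above about 55%, limit read from the data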;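 further: 0% = DMSO-treated cells and 100% = wells with medium but no cells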
# A3G deaminase: APOBEC3G DNA deaminase inhibitors, primary screen, biochemical, fluorescence, single-stranded DNA substrate, uHTS | DNA dC->dU-editing enzyme APOBEC-3G (Homo sapiens), Q9HC16 | recombinant A3G, ssDNA deamination FAM/TAMRA fluorescence | inhibition, % at 20 µM | 0.28% of 330,000 active | AID 493012, 2011;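 active means inhibition of at least 40% at 20 µM, with no more than 30% in the related APOBEC3A deaminase screen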;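 further: plate controls were DMSO wells with A3G for no effect and wells lacking A3G enzyme for full effect; some compounds called inactive have numbers as strong as hits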
# Target sequence (Q9HC16 whole entry, looked up): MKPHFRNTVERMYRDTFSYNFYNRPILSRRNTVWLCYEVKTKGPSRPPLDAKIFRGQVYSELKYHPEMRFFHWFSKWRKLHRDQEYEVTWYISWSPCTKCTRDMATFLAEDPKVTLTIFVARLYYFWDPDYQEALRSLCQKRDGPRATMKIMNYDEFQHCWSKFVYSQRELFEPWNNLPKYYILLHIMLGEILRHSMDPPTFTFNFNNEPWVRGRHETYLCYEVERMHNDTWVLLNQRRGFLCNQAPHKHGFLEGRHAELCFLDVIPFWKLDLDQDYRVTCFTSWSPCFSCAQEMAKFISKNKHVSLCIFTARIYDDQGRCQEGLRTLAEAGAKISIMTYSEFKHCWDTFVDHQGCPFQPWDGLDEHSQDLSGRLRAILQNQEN
# GRIN3A LBD mod: binders of NR3A ligand-binding domain, primary screen, biophysical, differential scanning fluorimetry, uHTS. Tm shift relative to glycine control, % at 25 µM. 2.5% of 340,000 active. NR3A LBD differential scanning fluorimetry, Tm shift; 0% = protein alone, 100% = glycine-bound protein;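 active means melting temperature shift of at least 10% of the positive control shift, at one fixed dose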
# EBI2 antag: EBI2 receptor antagonists, beta-arrestin recruitment, primary screen, cell-based, luminescence, 7a,25-OHC stimulation, uHTS | G-protein coupled receptor 183 (Homo sapiens), P32249 | 7a,25-OHC stimulated | inhibition, % at 5 µM | 0.81% of 360,000 active | AID 651636, 2012; in the data active means inhibition above about 38%;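 further: enzyme fragment complementation signal reports receptor beta-arrestin coupling in cells; 0% = agonist plus DMSO wells and 100% = wells without agonist; some results beyond the cut were filed as inactive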
# Target sequence (P32249 whole entry, looked up, the tested form may be a part): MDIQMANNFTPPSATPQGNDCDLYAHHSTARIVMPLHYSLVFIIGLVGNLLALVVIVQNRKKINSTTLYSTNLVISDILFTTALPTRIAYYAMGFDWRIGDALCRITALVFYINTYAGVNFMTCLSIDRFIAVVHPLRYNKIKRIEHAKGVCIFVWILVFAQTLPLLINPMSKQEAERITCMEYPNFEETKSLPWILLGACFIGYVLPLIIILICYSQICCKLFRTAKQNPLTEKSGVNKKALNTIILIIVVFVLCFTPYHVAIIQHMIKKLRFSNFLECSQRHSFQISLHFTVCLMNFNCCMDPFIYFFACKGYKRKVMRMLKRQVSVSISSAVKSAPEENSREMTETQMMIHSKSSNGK
# MPTP inh: mitochondrial permeability transition pore inhibitors, primary screen, biochemical, isolated mouse mitochondria, absorbance; Ca2+ swelling absorbance, 30 min; inhibition, % at 10 µM; 1.4% of 360,000 active; AID 602449, 2012;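 active means inhibition of 50% or more, scaled per plate between neutral and stimulator controls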;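 further: 0% = DMSO wells given calcium and 100% = 1 mM EGTA wells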
# CCR6 antagonist: CCR6 receptor antagonists, primary screen, cell-based, CHO-K1, luminescence, beta-arrestin, uHTS | C-C chemokine receptor type 6 (Homo sapiens), P51684 | CHO-K1 CCR6 PathHunter beta-arrestin, CCL20-stimulated | inhibition, % at 20 µM | 0.49% of 340,000 active | AID 493098, 2011;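 active means compounds whose inhibition of the agonist-driven luminescence signal at 20 µM reaches about 50%, limit read from the data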;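 further: cells stimulated with CCL20 at 14 nM final; plate controls were DMSO with CCL20 for no effect and DMSO without agonist for full effect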
# Numbers without * were called inactive; x = no result given; & = joins results of further samples.
SMILES,APOBEC3A inh,CXCR6 block,Gli-Sufu antag,A3G deaminase,GRIN3A LBD mod,EBI2 antag,MPTP inh,CCR6 antagonist
COc1ccc(-c2cc(C(=O)N3CCCC3)no2)cc1OC,1,-3,-50,2,3,1,0.5,17
NC(=O)C1(N2CCCCC2)CCN(C(=S)Nc2ccc(S(N)(=O)=O)cc2)CC1,0,5,-3,7,2,-7,0.9,4
CCC(=O)c1ccc(OCC(=O)OCC(=O)Nc2c(C)n(C)n(-c3ccccc3)c2=O)cc1,0,-12,10,3,-2,-2,-0.9,-4
CCOC(=O)N1CCN(C(=O)C2CCN(S(=O)(=O)c3ccc(OCC)cc3)CC2)CC1,-1,-3,-8,-1,0,2,0.0,-6
Cc1ccc(NC(=O)[C@@H]2CCCN2S(=O)(=O)c2ccc(Cl)cc2)cc1,-2,1,7,-6,3,-10,-0.2,3
Cc1c(Br)c([N+](=O)[O-])nn1CC(=O)Nc1sc2c(c1C(=O)OC(C)C)CCC(C)C2 (centres undefined),1,7,12,-8,1,0,1.6,11
CCCOc1ccc(/C=N/NC(=O)CN2CCCCC2)cc1,-1,-20,-10,-4,2,-5,1.9,11
O=C(c1ccc2c(c1)OCO2)C1CCCN(C2CCN(CCc3ccccc3)CC2)C1 (centres undefined),-1,-1,14,-5,-2,8,2.3,2
CCCn1c(N)c(C(=O)CSc2nnc(Cc3cccs3)n2C2CC2)c(=O)n(C)c1=O,-2,-1,-29,-5,0,-1,-1.6,4
Cc1cc(C[n+]2cc(Cl)ccc2N)c2ncccc2c1,11,11,48,6,-1,8,1.4,15
CC[C@]12C(=O)N(C)C[C@H]([C@@H]3C(=O)N(Cc4ccccc4)C(=O)[C@@H]31)N2C(=O)c1ccccc1,x,-6,-9,x,0,-3,-0.1,0
Cc1ccc(S(=O)(=O)N2CCN(C(=O)CN3CCOCC3)C2C(C)C)cc1 (centres undefined),-4,1,3,-3,-2,-8,0.6,-6
CSCC[C@H](NC(=O)[C@H]1CC[C@H](CNC(=O)[C@@H](N)Cc2ccccc2)CC1)C(=O)O,0,-3,3,-4,-1,5,0.4,8
Cc1cc(C)cc(N(C(=O)c2ccccn2)C(C(=O)NC2CCCCC2)c2ccncc2)c1 (centres undefined),-1,-6,-8,-5,2,-10,0.4,15
CCC(CC)n1[nH]c(=O)cc1N,-8,1,-1,-6,14*,4,1.6,7
NCCS(=O)(=O)O,1,-3,-2,-3,-1,2,0.0,-12
CCN1CCN(C(=O)c2cc3c(=O)n(C)c4ccccc4c3n2C)CC1,3,-4,7,19,0,-4,-1.9,1
CC(C)OCCCNC(=O)Cn1ccc2cc(S(=O)(=O)N3CCCCC3)ccc21,-2,0,-15,-3,-2,4,-1.8,12
Cn1c(N)c(Br)c(-c2ccc(F)cc2)c(C#N)c1=O,0,1,-2,-2,-1,-6,-2.1,2
Cc1nonc1C1CCCN1Cc1cn[nH]c1-c1ccc2c(c1)OCO2 (centres undefined),-1,4,10,-12,2,0,0.3,-5
Cc1ccc(C(=O)Nc2sc3c(c2C#N)CCCCC3)cc1C,1,11,-96,0,3,11,1.9,21
CCOC(=O)c1cnc(SCC(=O)c2ccc3c(c2)OCCO3)nc1N,3,-6,1,3,4,-6,2.6,6
Cc1cc(C2C(C#N)=C(N)OC3=C2C(=O)CCC3)c(C)s1 (centres undefined),-2,-4,-3,3,-1,4,-3.4,-6
Cc1noc(C)c1N=Nc1ccc(Br)cc1C(=O)O,1,-4,-3,-11,2,1,-1.2,0
Cc1ccc(/C=C/C(=O)NCc2ccc(S(N)(=O)=O)cc2)o1,x,-5,-3,x,1,-7,0.2,8
CCCn1c(SCC(=O)Nc2cc(S(=O)(=O)N3CCCCC3)ccc2C)n[nH]c1=O,1,6,-4,-6,2,-14,0.2,9
Cc1cc(Br)cc(C)c1OCC(=O)NNC(=O)c1cccs1,0,-6,-6,-3,13*,-9,-0.1,-2
CCOc1ccc(/C=N/OCC(=O)Nc2ccc3c(c2)OCO3)cc1,3,-11,-5,-1,-16,1,0.4,-2
OC(CNC1CCCc2ccccc21)COc1ccc2ccccc2c1 (centres undefined),-1,2,17,-5,-1,16,1.5,-10
COCCNC(=O)C(=O)NNS(=O)(=O)c1ccc(Cl)cc1,0,-5,0,-6,0,1,-0.4,-11
COc1ccc(CC(=O)N2CCCC2)c(OC)c1,-5,-16,23,-11,-2,3,-0.4,12
COc1ccc(/C=N/Nc2nc(C)cc(-c3ccccc3)n2)c(OC)c1,-3,4,28,-1,4,-3,0.6,8
CC(C)CN1C(=O)c2ccc(C(=O)NCc3ccccn3)cc2C1=O,2,-1,-4,-3,0,-5,0.1,9
CCCCN1C(=N)N([C@@H](CCC)CN2CCC[C@H]2CN2C(N)=NC[C@@H]2Cc2ccccc2)C[C@H]1Cc1ccccc1,2,-3,4,1,1,-2,-1.3,10
O=S(=O)(c1ccc(Cl)cc1)N1CCC2(CC1)OCCO2,2,-1,8,-3,0,-3,1.3,8
Oc1ccc(Br)cc1CNc1ccccn1,-3,0,-1,0,0,-4,2.0,2
CCCCC1=CC2=CC(=O)C(C)(OC(=O)CC)C(=O)C2=CN1CCc1c[nH]c2ccccc12 (centres undefined),2,-4,-10,-1,-4,-14,-1.3,-1
CCN(CC)Cc1c(C(=O)N/N=C/c2c(Cl)cccc2Cl)nnn1-c1nonc1N,-3,-2,-9,-9,7,7,-1.3,8
COc1ccc(-c2cc3c(=O)n(CC(=O)N4CCN(C)CC4)ncn3n2)cc1,-2,-6,-52,-6,-1,5,-1.7,-1
CCOc1ccc(C(=O)c2ccc(OCC)c(N)c2)cc1N,-2,-5,-49,-4,-3,14,1.8,-4
COc1ccc(-c2cn(CCc3c[nH]c4ccccc34)nn2)cc1,-4,-3,-10,-5,19*,2,1.5,11
CCCCCCc1ccc(N2C[C@H](C)[C@@H](CC(=O)NCc3ccccc3)C2=O)cc1,0,-1,5,-9,-5,-3,-0.6,13
Clc1cccc(Cl)c1CO/N=C/c1c(-c2ccccc2)nc2n1CCS2,-1,7,8,-5,0,22,4.3,21
O[C@H]1c2ccccc2[C@H](Cc2cncs2)[C@@H]1Br,-1,-4,5,-2,-1,7,-1.0,14
CS(=O)(=O)N(CC(=O)NCCSc1ccccn1)c1cccc2ccccc12,0,2,4,0,-3,5,-0.2,-3
Clc1ccc(-c2ccnc(-n3cccc3)n2)s1,0,-11,-5,-5,-1,4,4.1,-11
CCOC(=O)C1=C(C)NC(=O)NC1c1ccc(Br)s1 (centres undefined),1,2,-6,9,3,0,-0.2,9
COC(C[C@H](O)CC(=O)[C@H](C)OCc1ccccc1)OC,-1,0,4,-7,3,-2,0.4,11
CCCOP(=O)(c1ccc(N(C)C)cc1)C(Nc1ccccc1)c1ccc(N(C)C)cc1 (centres undefined),-1,20,8,-6,-3,8,2.3,2
O=C(O)c1ccccc1NSc1ccccc1[N+](=O)[O-],-2,9,-1,-5,2,-2,8.0,3

# Limited to Gli-Sufu antag, EBI2 antag and CCR6 antagonist, for some of the entries so far:
structure,Gli-Sufu antag,EBI2 antag,CCR6 antagonist
COc1ccc(-c2cn(CCc3c[nH]c4ccccc34)nn2)cc1,-10,2,11
CCCCCCc1ccc(N2C[C@H](C)[C@@H](CC(=O)NCc3ccccc3)C2=O)cc1,5,-3,13
Clc1cccc(Cl)c1CO/N=C/c1c(-c2ccccc2)nc2n1CCS2,8,22,21

# (more compounds)
SMILES,APOBEC3A inh,CXCR6 block,Gli-Sufu antag,A3G deaminase,GRIN3A LBD mod,EBI2 antag,MPTP inh,CCR6 antagonist
CCOc1ccc(Cl)cc1S(=O)(=O)N1CCCC1,1,0,3,-2,0,2,0.0,-5
COCCN1C(=O)C(CC(=O)Nc2ccc(C(C)=O)cc2)SC1=Nc1ccccc1 (centres undefined),-1,-6&-16,2&2,12,-1&-3,-3&-2,0.1&-0.8,4&-5
Cc1nn(C)c(C)c1C(=O)NN,-2,-5,3,-4,0,-9,-4.4,-1
NC(=O)[C@H]1CC2(CC(c3cccc(NC(=O)CC(c4ccccc4)c4ccccc4)c3)=NO2)CN1C(=O)c1ccccc1C(=O)c1ccccc1 (some centres undefined),-4,7,-8,-3,-11,9,-1.3,5
O=C(c1ccc2oc(Cc3ccc(Cl)cc3)nc2c1)N1CC[C@H](O)C1,-4,1,7,9,-4,-4,-0.8,10
O=C1c2ccccc2-c2c1cccc2C(=O)N1CCN(C(=O)c2ccco2)CC1,1,-2,-3,-1,-1,-2,-0.1,-10
O=c1ccc2ccc(OCc3nnc(-c4ccccc4Br)o3)cc2o1,-1,-4,-18,-7,4,7,7.2,14
CCOC(=O)C1=C(c2ccccc2)NC(=S)NC1c1cccc([N+](=O)[O-])c1 (centres undefined),-1,2,21,-8,14*,11,0.0,2
Nc1nc(CSCc2ccccc2)nc(N2CCOCC2)n1,0,-2,3,0,-2,5,-4.0,-9
C/C(=N\N1CCN(C2c3ccccc3-c3ccccc32)CC1)c1ccco1,0,1,4,1,0,-8,0.3,9
CC(C)CCn1c(=O)c2ccccc2n2c(=S)[nH]nc12,-5,10,-26,46*,0,-6,0.7,8
Cc1ccc(-c2nnn(CC(=O)N3CCN(c4ccccc4)CC3)n2)o1,-2,7,19,-4,-3,-7,-1.1,11
Cc1ccc(CNC(=O)C2CCC(=O)N(CCc3ccc(Cl)cc3)C2)s1 (centres undefined),0,0,0,-7,0,39,0.1,6
Cc1ccc(-c2[nH]c3ccccc3c2SCCNC(=O)c2ccc(S(=O)(=O)N3CCOCC3)cc2)cc1,-2,2,6,2,-6,6,-2.9,13
O=C(CCN1CCOCC1)N/N=C/c1cc([N+](=O)[O-])ccc1OC(F)F,-2,-1,3,-5,-1,6,0.0,14
NNC(=O)Cn1c(-c2ccccc2)cc(=O)n2ncnc12,-2,4,2,-6,-2,5,5.4,6
Cc1ccc(C(C(=O)NCc2ccco2)N(C(=O)Cc2cccs2)c2cccnc2)cc1 (centres undefined),-2,-2,2,-4,-2,2,-1.1,18
CCOCCCNC(=O)C(NC(=O)CC1NC(=O)NC1=O)c1ccc(Cl)cc1 (centres undefined),-5,8,-11,-7,1,1,8.6,4
COc1ccc(S(=O)(=O)NCCOc2cccc3cccnc23)cc1OC,-6,2,-3,-10,-1,-4,-2.4,-8
Cc1cc(S(=O)(=O)NCCN2CCOCC2)c(C)s1,-5,-11,2,-8,-1,-4,-0.8,6
CC(C)(C)NS(=O)(=O)c1cnc(Cl)c(Cl)c1,-3,-8,3,-4,2,-7,-10,-13
COc1ccccc1NC(=O)C1CCCN1C(=O)NC1CCCCC1 (centres undefined),-3,0,-6,-2,0,1,-0.5,16
CC1(C)OC(=O)C(=CNC(CO)C(=O)O)C(=O)O1 (centres undefined),-1,-2,-6,-8,0,1,-2.6,0
CCN(CCNC(=O)CS(=O)(=O)Cc1nc(-c2cccc(OC)c2)oc1C)c1ccccc1,0,0,-4,-1,-8,5,2.1,14
COc1ccc2cc(OCC(=O)NNC(=O)Nc3ccc(F)cc3)ccc2c1,-6,7,0,-9,-1,-6,0.5,0
COc1cc(C(=O)NC2CCCCCCC2)cc(OC)c1OC,-3,-4,11,-3,0,13,1.0,2
